High-throughput results as filed in PubChem BioAssay.
NALP1 inh – NALP1 inflammasome inhibitors in reconstituted yeast, colorimetric, S. cerevisiae, triplicate retest | S. cerevisiae NALP1/ASC/caspase-1 growth, X-gal OD620, 72 h | inhibition, % at 10 µM | 0.61% of 280,000 active | AID 2071, 2009; in the data active = inhibition mostly above about 24%, no sharp cut-off; inactive = mostly below about 32%; note: some compounds called inactive have numbers as strong as hits
GalR3 antag – GalR3 antagonists in HEK293 cells, primary screen, cell-based, fluorescence readout | inhibition, % at 3 µM | AID 651719, 2012 | HEK293 GalR3-CNG cAMP membrane potential fluorescence; galR3 body fused to GalR1 C-terminus | 0.44% of 360,000 active;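 active = inhibition above the screen-wide average plus 3 SD, cut at about 13% in these data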;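 note: forskolin and galanin both at EC90 stimulate the cells; cAMP rise reported by CNG channel membrane potential dye signal; 0% = forskolin plus galanin with DMSO and 100% = forskolin alone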
Target sequence (O60755 1-299 limits assumed): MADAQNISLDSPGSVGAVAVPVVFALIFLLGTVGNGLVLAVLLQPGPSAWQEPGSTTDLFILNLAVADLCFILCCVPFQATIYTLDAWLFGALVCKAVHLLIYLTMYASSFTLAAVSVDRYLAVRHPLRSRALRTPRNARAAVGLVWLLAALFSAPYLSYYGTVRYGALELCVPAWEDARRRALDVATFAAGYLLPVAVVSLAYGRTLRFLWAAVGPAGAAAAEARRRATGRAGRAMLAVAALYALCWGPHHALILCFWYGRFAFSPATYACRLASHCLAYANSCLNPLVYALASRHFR
OXTR ag – human OXTR agonists, primary screen, fluorescence, CHO-OTR cells, Fluo-8 calcium. Oxytocin receptor (Homo sapiens), P30559. Fluo-8 calcium fluorescence; normalized: DMSO 0%, oxytocin 100%. activation, % at 3 µM. 0.32% of 320,000 active;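 active = activation above the mean of all tested compounds plus 3 SD, cutoff set per screening run, cut at about 20% in these data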;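 note: peak over basal fluorescence ratio from a 100 s FLIPR kinetic read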
MEKK2 WT-MEK5 – modulators of MEK5 binding to wildtype MEKK2, primary screen, biochemical, multiplex bead flow cytometry, Alexa488-MEK5 | Mitogen-activated protein kinase kinase kinase 2 (Homo sapiens), Q9Y2U5 | 1.1% of 290,000 active | binding response (% of control), % at 10 µM | Alexa488-MEK5 binding to MEKK2 WT; actives lie on both sides; in the data active = binding response below about 67% or above about 130%
GPR7 antag – GPR7 receptor antagonists, primary screen, cell-based, fluorescence, single concentration | 1.1% of 290,000 active | GPR7-expressing cells, fluorescence antagonist assay | inhibition, % at 4.4 µM | AID 1861, 2009 | Neuropeptides B/W receptor type 1 (Homo sapiens), P48145; in the data active = inhibition above about 16%, passing the limit was not always enough;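 note: cells stimulated with the agonist NPW; 0% = agonist with vehicle and 100% = vehicle without agonist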
V1aR counter – agonists of human V1a receptor, primary screen, counter-screen for OXTR agonist project, fluorescence, CHO-V1R cells. activation, % at 3 µM. Vasopressin V1a receptor (Homo sapiens), P37288. 0.25% of 320,000 active. Fluo-8 calcium fluorescence, agonist mode; 0% DMSO, 100% 3 nM vasopressin;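 active = activation above the mean activation of all tested compounds plus 3 SD, per screening run, cut at about 20% in these data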;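 note: signal is peak over basal fluorescence ratio across a 100 second FLIPR read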
MEKK2mut PB1 HTS – MEK5 binding signal on mutant MEKK2 PB1, primary screen, biochemical, multiplex bead flow cytometry, Alexa488-MEK5. Alexa488-MEK5 binding to MEKK2 mutant. percent response, % at 10 µM. 0.35% of 290,000 active. AID 1530, 2009; in the data active = percent response above about 24%, passing the limit was not always enough; note: inactives centre near 1; some results filed as inactive read as strong as hits; reference of the scale not given here
PHOSPHO1 block – PubChem AID 1565 | Phosphoethanolamine/phosphocholine phosphatase (Homo sapiens), Q8TCT1 | inhibition, % at 13.3 µM | 1.1% of 290,000 active | recombinant PHOSPHO1, absorbance phosphatase assay; in the data active = inhibition above about 60%
MEKK3 PB1 HTS – modulators of MEKK3-MEK5 PB1 binding, primary screen, biochemical, wildtype MEKK3, multiplex bead flow cytometry, Alexa488-MEK5. Mitogen-activated protein kinase kinase kinase 3 (Homo sapiens), Q99759. bead-based flow cytometry, Alexa488-MEK5 binding to MEKK3; actives lie on both sides; 0 = blocked by unlabeled MEK5, 100 = vehicle. binding response (% of control), % at 10 µM. 1.4% of 290,000 active. AID 1529, 2009;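 active = binding response more than 3 SD above or below the average of its plate-row segment, actives on both sides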;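 note: Alexa488 bead fluorescence after subtracting the streptavidin-only scavenger bead signal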
Target sequence (Q99759 whole entry, looked up): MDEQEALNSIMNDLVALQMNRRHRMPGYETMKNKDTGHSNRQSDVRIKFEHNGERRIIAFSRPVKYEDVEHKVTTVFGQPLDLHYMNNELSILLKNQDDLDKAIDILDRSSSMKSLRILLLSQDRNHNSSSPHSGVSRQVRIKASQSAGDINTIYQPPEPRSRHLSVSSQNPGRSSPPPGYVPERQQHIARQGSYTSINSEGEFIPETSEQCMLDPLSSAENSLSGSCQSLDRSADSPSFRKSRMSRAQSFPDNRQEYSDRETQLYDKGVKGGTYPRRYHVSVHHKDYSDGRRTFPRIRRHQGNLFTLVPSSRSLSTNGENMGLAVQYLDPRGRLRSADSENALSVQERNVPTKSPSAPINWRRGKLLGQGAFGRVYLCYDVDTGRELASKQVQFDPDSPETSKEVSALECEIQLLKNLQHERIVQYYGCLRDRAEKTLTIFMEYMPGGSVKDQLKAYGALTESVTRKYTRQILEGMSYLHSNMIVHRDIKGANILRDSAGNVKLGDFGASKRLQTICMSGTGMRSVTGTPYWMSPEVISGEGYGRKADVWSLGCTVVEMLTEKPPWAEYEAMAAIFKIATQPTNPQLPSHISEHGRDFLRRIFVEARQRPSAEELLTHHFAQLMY
The depositor's hits bear a star; . = no result given.

SMILES | NALP1 inh | GalR3 antag | OXTR ag | MEKK2 WT-MEK5 | GPR7 antag | V1aR counter | MEKK2mut PB1 HTS | PHOSPHO1 block | MEKK3 PB1 HTS
O=c1c2c3c(sc2ncn1/N=C/c1ccccc1)CCCC3 | 12 | 0 | -0.8 | 100 | -6 | 0.1 | -1 | -6 | 99
CC(NC(=O)c1ccnn1C)C1CCCO1 (configuration not stated) | 6 | 5 | 1.2 | 108 | -15 | 1.2 | 5 | 34 | 109
CC(C)(C)c1ccc(C(=O)N2CCC(=O)N(C(COCc3ccccc3)Cc3ccccc3)CC2)cc1 (configuration not stated) | 18 | -5 | -2.4 | 89 | 9 | -0.5 | -6 | 1 | 88
COc1ccc(C(=O)CSc2nnc(CNC(=O)c3ccco3)n2C)cc1 | 6 | 8 | 0.9 | 103 | -1 | 0.3 | 3 | 38 | 106
Cc1c(C#N)c(NC(=O)c2cccc(Cl)c2)n(Cc2ccccc2)c1C | 26 | 0 | -2.1 | 117 | -11 | -1.1 | 13 | 46 | 108
O=C1Nc2ccc(F)cc2C12Nc1ccccc1-c1nnc(SCc3ccccc3Cl)nc1O2 (configuration not stated) | -9 | 2 | -1.8 | 99 | 2 | -0.4 | -1 | -38 | 100
Nc1nc(SCn2nnc3ccccc3c2=O)n[nH]1 | -4 | 5 | -0.3 | 108 | -5 | 0.8 | 0 | 35 | 106
COc1cc(C2NC(=O)NC(O)(C(F)(F)F)C2C(=O)c2cccs2)ccc1O (configuration not stated) | -11 | -2 | 0.3 | 110 | 0 | -0.1 | 9 | 3 | 104
Cc1[nH]c2ccc(-c3n[nH]c(=S)n3Cc3ccccc3)cc2c1C | 26 | -5 | 6.6 | 86 | -2 | 2.8 | -8 | 6 | 85
Cc1cc(C)n(-c2cc(C(=O)O)cc(C(=O)O)c2)n1 | 4 | -7 | 0.2 | 92 | 8 | 0.8 | -6 | 59 | 93
COCCN(CC1CCCN(C2Cc3ccccc3C2)C1)C(=O)CCC(F)(F)F (configuration not stated) | -2 | -9 | -0.4 | 109 | -21 | 0.9 | 5 | . | 102
CCOc1ccc(S(=O)(=O)N2CCCC(C(=O)NCc3ccco3)C2)cc1 (configuration not stated) | 6 | -1 | -1.5 | 106 | -18 | 0.6 | 5 | 12 | 101
COc1ccccc1CC(=O)N1CCN(c2ccccn2)CC1 | 3 | -4 | 0.9 | 97 | 11 | 0.8 | -1 | 18 | 97
O=C1NC(=S)N(C(=O)c2ccc(F)cc2)/C1=C/c1ccccc1 | 1 | 2 | 14 | 95 | 0 | 17 | -3 | -21 | 99
CN(CC(=O)Nc1cccc(C#N)c1)Cc1ccc(Cl)cc1 | 4 | -8 | -1.0 | 102 | 6 | -0.3 | -6 | 15 | 101
O=C1CC(C(=O)Nc2ccc(Br)cc2)S/C(=N\N=C\c2ccco2)N1 (configuration not stated) | . | -5 | -0.9 | 97 | -2 | 0.3 | 2 | 37 | 98
Cn1c2ccccc2n2c(=O)cc(-c3ccccc3)c(C#N)c12 | -3 | -1 | -1.2 | 95 | -18 | -1.6 | -10 | 39 | 96
CCOC(=O)C1CCCN(c2c(NCCCN(C)c3ccccc3)c(=O)c2=O)C1 (configuration not stated) | -15 | -1 | 0.8 | 103 | 9 | -0.1 | 6 | -1 | 107
CC(C)CC(c1nnnn1Cc1ccc2c(c1)OCO2)N1CCC(C(N)=O)CC1 (configuration not stated) | 7 | -5 | 1.7 | 97 | -8 | 1.3 | -5 | 45 | 92
COc1ccc(C(=O)NNC(=O)OC(C)(C)C)cc1 | . | -2 | 1.3 | 92 | -18 | 0.8 | -23 | 42 | 86
CCOc1ccccc1N/C=C(\C#N)c1nc2ccccc2n1C | 45 | 6 | -0.6 | 96 | 3 | 0.7 | -4 | 10 | 98
N#Cc1nc(COc2cccc(Cl)c2)oc1N1CCCC1 | 23 | 0 | -1.2 | 95 | 2 | -0.4 | -5 | -7 | 92
CCOc1ccc(N(C)S(=O)(=O)c2ccc3[nH]cc(C(=O)NCCOC)c(=O)c3c2)cc1 | 15 | -8 | -0.1 | 102 | -12 | 0.8 | 1 | -7 | 103
COC(=O)c1ccc2c(=O)n(Cc3ccc4c(c3)OCO4)c(=S)[nH]c2c1 | 24 | -7 | 0.4 | 105 | -18 | 0.9 | 2 | 20 | 103
c1ccc(CN2CCN(c3ncccn3)CC2)cc1 | -16 | 2 | -0.1 | 104 | -23 | 0.3 | 5 | . | 102

Rewritten with values under each structure: part of the list above
Values in the order: NALP1 inh	GalR3 antag	OXTR ag	MEKK2 WT-MEK5	GPR7 antag	V1aR counter	MEKK2mut PB1 HTS	PHOSPHO1 block	MEKK3 PB1 HTS
- Cn1c2ccccc2n2c(=O)cc(-c3ccccc3)c(C#N)c12
 : -3	-1	-1.2	95	-18	-1.6	-10	39	96
- CCOc1ccc(N(C)S(=O)(=O)c2ccc3[nH]cc(C(=O)NCCOC)c(=O)c3c2)cc1
 : 15	-8	-0.1	102	-12	0.8	1	-7	103
- Nc1nc(SCn2nnc3ccccc3c2=O)n[nH]1
 : -4	5	-0.3	108	-5	0.8	0	35	106
- COc1ccc(C(=O)NNC(=O)OC(C)(C)C)cc1
 : .	-2	1.3	92	-18	0.8	-23	42	86

Continuation.
SMILES | NALP1 inh | GalR3 antag | OXTR ag | MEKK2 WT-MEK5 | GPR7 antag | V1aR counter | MEKK2mut PB1 HTS | PHOSPHO1 block | MEKK3 PB1 HTS
CCCCCc1cc(=O)oc2c(C(CCN3CCCC3)c3ccc(N(C)C)cc3)c(OC)cc(OC)c12 (configuration not stated) | 5 | -4 | 1.7 | 151* | . | 0.9 | 42* | 26 | 118
COCCCNc1c2c3c(cccc3[nH]c1=O)C(=O)c1ccccc1-2 | 15 | -3 | 590* | 93 | -8 | 533* | 2 | 4 | 99
Fc1cccc(NC(=S)Nc2cccc3ccccc23)c1 | 9 | -3 | 0.7 | 103 | -8 | -0.3 | 5 | -11 | 104
COc1cc(/C=N/NC(=S)Nc2cccc(C(=O)O)c2)cc(OC)c1OC | 7 | -3 | 1.1 | 102 | -17 | -0.4 | 1 | 0 | 107
CCS(=O)(=O)N1CCC(C(=O)NCc2ccc(OC)cc2OC)CC1 | 43 | -7 | 1.4 | 107 | -9 | 0.5 | 6 | -8 | 104
O=C(NCCN1CCNC1=O)C1CCC(=O)N(CCc2ccccc2)C1 (configuration not stated) | 4 | -1 | 0.9 | 97 | -15 | 0.0 | -1 | 38 | 97
Cc1ccc(O)c(CCc2ccc(O)cc2)n1 | 8 | 0 | 1.4 | 94 | 2 | 2.0 | -8 | 3 | 100
CC(C)NC(=O)C12CC3CC(C1)CC(n1cnc(Cl)n1)(C3)C2 | 11 | -7 | -0.1 | 102 | -9 | 0.5 | 3 | 1 | 101
O=[N+]([O-])c1ccccc1S(=O)(=O)N1CCN(Cc2ccc3c(c2)OCO3)CC1 | 20 | -4 | 0.9 | 62 | 9 | -0.1 | -24 | 28 | 65
CCCCCC(=O)NC(=S)Nc1cccc(-c2nc3ncccc3o2)c1 | 11 | -1 | -0.7 | 105 | -14 | -1.7 | 3 | 28 | 104
Cc1cc(Nc2ccc(Cl)cc2)nc(NCc2ccccc2)n1 | 76* | -6 | 8.2 | 159* | 4 | 11 | 12 | 14 | 110
CCOC(=O)CSc1nc2sc3c(c2c(=O)n1-c1ccc(OC)cc1)CCN(C)C3 | 14 | -11 | . | 106 | -14 | . | 11 | 22 | 101
CN(CC(=O)Nc1ccc(Cl)c(C(F)(F)F)c1)C(=O)/C=C/c1ccco1 | 30 | 1 | -0.3 | 101 | -10 | 2.5 | -1 | -14 | 102
Cc1ccc(C)c(N2CCN(C(=O)C(Cc3ccccc3)n3cccc3)CC2)c1 (configuration not stated) | 4 | . | -1.6 | 96 | 9 | -0.8 | 0 | -7 | 102
CCN(CC)CC(=O)c1ccc(-c2ccccc2)cc1 | . | -8 | 1.2 | 106 | -15 | 0.1 | 8 | 23 | 105
CN(C)C(=O)CCSc1nnc(-c2ccco2)o1 | 3 | -1 | 0.2 | 94 | -10 | -0.6 | -2 | 28 | 95
C[C@H](NC(=O)c1nc[nH]c1C(=O)NC(c1ccccc1)c1ccccc1)C(=O)OCc1ccccc1 | . | -4 | 1.3 | 74 | . | 0.2 | -3 | 13 | 88
CCN1CCN(c2nc3c(c(=O)[nH]c(=O)n3C)n2CCCc2ccccc2)CC1 | 2 | -4 | 0.7 | 91 | 1 | 0.5 | -8 | -3 | 91
O=C(N/N=C/c1cccs1)c1c[nH]c2ccccc12 | 30 | 1 | -0.4 | 94 | 7 | 0.1 | 3 | 3 | 97
CCCC(=O)OCC(=O)Nc1cc(Cl)ccc1[N+](=O)[O-] | 4 | -6 | -2.4 | 94 | -6 | -1.3 | -1 | 17 | 86
C=CCn1c(=O)c2ccccc2n2c(SCC(=O)Nc3sc(C)c(CC)c3C(=O)OCC)nnc12 | 16 | -7 | -0.3 | 94 | -7 | -1.0 | 0 | -12 | 95
O=c1/c(=C/c2ccco2)sc2nc(-c3ccccc3Br)nn12 | 13 | -5 | 1.2 | 99 | -3 | 0.5 | 2 | 98* | 96
CCOC(=O)CC1ON(C)C(=O)N1c1ccc([N+](=O)[O-])cc1 (configuration not stated) | 26 | 1 | -0.2 | 107 | 4 | -0.4 | 5 | 4 | 104
Cn1c(N)c(C#N)c(C#N)c1-c1ccccc1 | . | -1 | 0.3 | 103 | -13 | 1.3 | 0 | . | 102
FC(F)Oc1ccc(NC(=S)Nc2ccc3cn[nH]c3c2)cc1 | 3 | -7 | 1.5 | 89 | -7 | 1.3 | -9 | 21 | 90

The results go on:
SMILES | NALP1 inh | GalR3 antag | OXTR ag | MEKK2 WT-MEK5 | GPR7 antag | V1aR counter | MEKK2mut PB1 HTS | PHOSPHO1 block | MEKK3 PB1 HTS
Cc1cc(C)n2nc(-c3ccco3)nc2n1 | 3 | -4 | 0.8 | 103 | -14 | 0.4 | -1 | -8 | 101
COc1ccc(C/C(N)=N/OC(=O)c2ccc(Cl)cc2)cc1 | -7 | -1 | -2.8 | 90 | 3 | -0.2 | -11 | -28 | 104
CC1=C(C#N)C(=O)NC(=O)/C1=C\c1ccc(-c2ccc(C)cc2[N+](=O)[O-])o1 | -1 | 2 | . | 94 | -6 | . | -14 | 16 | 96
Cc1ccc2nc(-c3cccnc3)c(NC3CCCC3)n2c1 | 6 | -5 | 1.5 | 99 | 1 | 1.1 | -2 | -4 | 102
O=C(NCCCn1ccnc1)c1cc(-c2ccc(Br)cc2)on1 | -2 | -8 | 1.4 | 96 | -3 | 0.7 | -6 | -10 | 91
CCc1cccc(C)c1NC(=O)CC(C)(C)CC(=O)O | 17 | -3 | 0.1 | 90 | -7 | 0.9 | -10 | -5 | 92
CC(C)Cc1[nH]c(=O)c(C#N)c2c1CCCC2 | 9 | -6 | -0.1 | 90 | -8 | -0.5 | -3 | -25 | 88
Cc1ccc(-c2nc3c(Cl)cc(Cl)cc3c(=O)n2O)cc1 | 18 | -6 | 23* | 97 | -6 | 66* | -7 | . | 95
COCCN(C(=O)COC(=O)CC1CCCCC1)c1c(N)n(Cc2ccccc2)c(=O)[nH]c1=O | 0 | 2 | -0.1 | 104 | -10 | 0.3 | 5 | 28 | 103
